Compound activity as filed in PubChem BioAssay.
12-LOX inh – Primary qHTS assay for inhibitors of human arachidonate 12S-lipoxygenase (ALOX12): Round 2 | Polyunsaturated fatty acid lipoxygenase ALOX12 (Homo sapiens), P18054 | purified 12hLO, xylenol orange hydroperoxide absorbance | Potency, µM (series often up to 108 µM), inactives show at the highest dose activity change, negative = inhibition, hits mostly inhibitors | actives 1.1% (n = 580,000); active means well fitted inhibition curve with a large enough effect; inconclusive means small, poorly fitted or top-dose-only effect, or another doubt; inactive means no such curve, though single readings can be large or run the other way
Target sequence (P18054 whole entry, looked up): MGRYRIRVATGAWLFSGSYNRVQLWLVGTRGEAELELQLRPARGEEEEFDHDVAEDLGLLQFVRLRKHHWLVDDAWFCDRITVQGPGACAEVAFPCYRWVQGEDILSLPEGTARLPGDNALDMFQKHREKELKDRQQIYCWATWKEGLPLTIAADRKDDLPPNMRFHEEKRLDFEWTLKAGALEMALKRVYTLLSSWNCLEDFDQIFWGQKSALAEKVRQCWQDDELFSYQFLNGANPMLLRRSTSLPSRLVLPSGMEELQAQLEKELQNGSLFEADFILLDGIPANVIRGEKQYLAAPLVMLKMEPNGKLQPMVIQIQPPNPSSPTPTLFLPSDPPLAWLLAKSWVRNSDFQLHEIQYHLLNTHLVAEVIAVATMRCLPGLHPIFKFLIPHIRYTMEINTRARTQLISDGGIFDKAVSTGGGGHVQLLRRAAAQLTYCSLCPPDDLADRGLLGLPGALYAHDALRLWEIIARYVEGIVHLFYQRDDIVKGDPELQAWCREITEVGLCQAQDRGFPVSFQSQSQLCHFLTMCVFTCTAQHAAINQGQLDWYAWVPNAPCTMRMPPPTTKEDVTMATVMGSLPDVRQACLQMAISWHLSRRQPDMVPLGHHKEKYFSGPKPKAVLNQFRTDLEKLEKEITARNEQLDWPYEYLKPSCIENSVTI
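Purified human 12hLO at 150 nM in 25 mM Hepes, 0.01% Triton X-100, pH 7.0, preincubated 15 min at room temperature with compound. Reaction started with 40 uM arachidonic acid, 30 min at room temperature. Hydroperoxide measured by Fe-xylenol orange, 573/405 nm absorbance ratio.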
An asterisk follows results filed as active; ? = inconclusive; [ ] = another dose, or the depositor's remark. On the % scale 0 is the no-effect control and ±100 the full control effect; potency means the concentration at half of the fitted maximal effect. A portion of the library (hit frequency here may not be typical).

The opening seven entries (preview)
SMILES | 12-LOX inh
Cc1ccc(C(=O)N2CCN(c3cc(-c4cccs4)[nH]n3)CC2)cc1 | 13%
O=C(NCCn1ccn2nc(-c3ccc(F)cc3)cc2c1=O)c1ccc(F)cc1 | 1%
COCC1CN(C)CC12CCN(C(=O)c1cc(C)cc(C)c1)CC2 (stereo unspecified) | 8%
CCOC(=O)Cc1ccc(NC(=O)N2CCN(Cc3nccn3C)CC2)cc1 | 32%
O=C(NN=C1CCCC1)c1nc(-c2ccccc2)n(-c2ccccc2)n1 | 73%[activator]
CS(=O)(=O)c1ccc(CN2CCC[C@H]2c2nc(-c3ccnc(N4CCOCC4)c3)no2)cc1 | 30%
C=C1C(=O)O[C@H]2[C@@H]1CCC(C)=CCC[C@@]1(C)O[C@@H]21 | ?

Main list (from the top)
SMILES | 12-LOX inh
Cc1ccc(C(=O)N2CCN(c3cc(-c4cccs4)[nH]n3)CC2)cc1 | 13%
O=C(NCCn1ccn2nc(-c3ccc(F)cc3)cc2c1=O)c1ccc(F)cc1 | 1%
COCC1CN(C)CC12CCN(C(=O)c1cc(C)cc(C)c1)CC2 (stereo unspecified) | 8%
CCOC(=O)Cc1ccc(NC(=O)N2CCN(Cc3nccn3C)CC2)cc1 | 32%
O=C(NN=C1CCCC1)c1nc(-c2ccccc2)n(-c2ccccc2)n1 | 73%[activator]
CS(=O)(=O)c1ccc(CN2CCC[C@H]2c2nc(-c3ccnc(N4CCOCC4)c3)no2)cc1 | 30%
C=C1C(=O)O[C@H]2[C@@H]1CCC(C)=CCC[C@@]1(C)O[C@@H]21 | ?
CC(C)C(C)(C#N)NC(=O)CSc1n[nH]c(-c2ccc(Br)cc2)n1 (stereo unspecified) | -26%
Cc1ccc2nc(C3CCCN(Cc4ccccc4)C3)[nH]c(=O)c2c1 (stereo unspecified) | 7%[176 µM]
COc1ccc(C(C)=O)cc1CC(=O)Oc1cc(Cl)ccc1Cl | ?
COc1ccccc1NC(=O)Cn1c(N(C)Cc2ccccc2)nc(C)cc1=O | -15%
COC[C@@H]1CN(C(=O)CCc2cccc(OC)c2)C[C@H]1c1ccncc1 | 47%[activator]
c1cncc(CNCCCN2CCCCC2)c1 | ?
CCc1cccc(C)c1NC(=O)Cn1c(=O)n(-c2ccccc2)c(=O)c2c1cc(C)n2C | -21%
Cc1ccc(NC(=O)CCc2ncc(-c3c(F)cccc3F)o2)c(O)c1 | 35%
CN1CCN(C[C@@H]2CN(C(=O)CCc3cn[nH]c3)C[C@@H]2CO)CC1 | 13%
Cc1cc2nc3n(c(=O)c2n1CC(=O)N1CCCc2ccccc21)CCCC3 | 9%
CCCc1ccc(C(=O)Oc2ccc(-c3ccc(CCC)cn3)cc2)cc1 | 7%
COc1ccc(-c2noc(CCCC(=O)N3CCC(c4nc(C5CCOCC5)no4)C3)n2)cc1OC (stereo unspecified) | 9%
COc1cc(SC)ccc1C(=O)N[C@H]1C[C@H]2C(=O)Nc3ccc(-c4ccc5c(c4)OCO5)cc3C(=O)N2C1 | -3%
CC#CC(=O)N1CCCC(C(=O)Nc2ccc(-c3cccc(OC)c3)cc2)C1 (stereo unspecified) | 51%[activator]
Cc1c(-c2ccccc2)[nH]c2c(CNC(=O)c3ccc(=O)n(C)n3)cc(Cl)cc12 | 15%
Cc1oc(-c2ccccc2)nc1CNC(=O)Nc1ccccc1Cl | ?
O=C(Nc1ccccc1SC(F)F)C1CCCCC1 | ?
COCc1c(C(=O)NC2=NCCS2)oc2ccccc12 | 3%

Individual results from the list:
For 12-LOX inh, Cc1cc2nc3n(c(=O)c2n1CC(=O)N1CCCc2ccccc21)CCCC3 has the entry 9%
For 12-LOX inh, Cc1ccc2nc(C3CCCN(Cc4ccccc4)C3)[nH]c(=O)c2c1 (stereo unspecified) has the entry 7%[176 µM]
For 12-LOX inh, Cc1ccc(C(=O)N2CCN(c3cc(-c4cccs4)[nH]n3)CC2)cc1 has the entry 13%

Laid out differently: two of the compounds above
COC[C@@H]1CN(C(=O)CCc2cccc(OC)c2)C[C@H]1c1ccncc1
  12-LOX inh: 47%[activator]

O=C(Nc1ccccc1SC(F)F)C1CCCCC1
  12-LOX inh: ?

New compounds follow
SMILES | 12-LOX inh
Cc1cc(NC(=O)C(C)OC(=O)c2ccc3c(c2)NC(=O)CS3)no1 (stereo unspecified) | -17%
CCC(CC)C(=O)N1CCC2(CC1)CC(N(Cc1ccc(F)cc1)C1CC1)CCO2 (stereo unspecified) | 34%
Cn1c(=O)c2c(nc(CN(Cc3ccccc3)Cc3ccccc3)n2CCCO)n(C)c1=O | 7%
COCc1cc(C[C@@H]2CC[C@H](O)[C@@H](CN(C(=O)Nc3ccccc3OC)C(=O)Nc3ccccc3OC)O2)no1 | 21%
Cc1ccc(N/N=C/c2ccc(C)s2)cc1 | 56µM*
O=S(=O)(Cc1coc(-c2ccccc2)n1)CC1CCCO1 (stereo unspecified) | ?
CCOc1cc(C#N)ccc1OCc1nc(-c2ccc(Br)cc2)no1 | 8%
COc1ccc(CN2CCC3(CC(c4ccc(OC)cc4)=NO3)C2)cc1 (stereo unspecified) | 9%
O=C(CC1=C2CCCCC2NC1=O)NCC1CCN(Cc2cccc(F)c2)CC1 (stereo unspecified) | 11%
COc1ccc(CN2CCC3(CC2)CC(O)CCO3)cc1OC (stereo unspecified) | 17%
CN(C)C[C@@H]1CN(Cc2cccnc2)C[C@H]1NC(=O)C1CC=CCC1 (stereo partly specified) | 62%[activator]
Cc1oc(C(O)c2ccccc2F)nc1C(=O)Nc1ccc2c(c1)NC(=O)CO2 (stereo unspecified) | 11%[176 µM]
Cc1ccc(NC(=O)COC(=O)c2ccc(Cl)c(S(=O)(=O)N3CCCCCC3)c2)c(C)c1 | -22%
COCCNC(=O)C1COC2(CCN(C(=O)c3ccccc3C)CC2)N1C(=O)c1cccc(OC)c1 (stereo unspecified) | 40%[activator]
Cc1cccc(-n2nnnc2C(C)(C)NC2CCCCC2)c1 | -2%
O=C1CCN(S(=O)(=O)c2ccccc2)CCCN(C(=O)c2cccc3[nH]ccc23)CCN1 | 21%
Cc1ccc(-c2noc(CN3CCCC3c3cccs3)n2)cc1 (stereo unspecified) | -7%
COc1cc(/C=C(\C#N)C(=O)Nc2ccc(OC(F)(F)F)cc2)cc(OC)c1OC | -2%
CC(=O)N1CCc2[nH]cnc2C12CCN(C(=O)c1ccc(C)c(C)c1)CC2 | -31%
Cc1cc(C)c(C(N)C(=O)O)cc1C (stereo unspecified) | 45%[activator]
C[C@]1(CO)[C@H]2Cc3sc(NC(=O)c4ccnc(Cl)c4)nc3[C@@H](CC(=O)O)[C@]2(C)CC[C@H]1O | ?
COC(=O)c1ncoc1-c1ccccc1C(=O)N1CCN(c2cc(C)ccc2C)CC1 | -12%
O=c1c2nc(-c3cccc(O)c3)ccc2ncn1C1CC1 | 1%[176 µM]
CN(C)C[C@@H]1CN(C)C[C@H]1NC(=O)c1cnn(C)c1 | 73%[activator]
OCCC#CCN1CCCCC1 | ?

Next part.
SMILES | 12-LOX inh
CN(C)CCNC(C(=O)O)c1c[nH]c2cc(F)ccc12 (stereo unspecified) | ?
CC(=O)c1ccc(NCC(=O)N2N=C(c3ccc(C)o3)CC2c2ccco2)cc1 (stereo unspecified) | ?
COc1ccccc1CNC(=O)C1CCCN1S(=O)(=O)c1ccc2c(c1)C(C)(C)C(=O)N2C (stereo unspecified) | 21%
Cc1c(F)cccc1NC(=O)N1C[C@@H](F)C[C@H]1C(=O)N1CCCCC1 | 29%
COc1ccc(-c2cnc3[nH]cc(CC(=O)Nc4cccnc4)c3c2)cc1 | ?
CN(CC1CCN(CCc2ccc(F)cc2)CC1)C1CCN(Cc2cccnc2)CC1 | 6%
Cn1c(-c2ccc(CN3CC[C@H]4CNC[C@H]43)o2)nc2ccccc21 | 32%[activator]
CCC[C@H]1CN(C(=O)c2cc(F)ccc2OC)C[C@@H]1N | 35%[activator]
COC(=O)C1=C(C)N(Cc2cccc(C(F)(F)F)c2)C(=NCc2ccc3c(c2)OCO3)NC1c1cccc(Cl)c1 (stereo unspecified) | ?
COc1cccc(NC(=O)CSc2nc3nc(C)c(Cc4ccccc4C)c(C)n3n2)c1 | 5%
COc1cccc(NC(=O)Cn2nc(N3CCN(c4cccc(Cl)c4)CC3)ccc2=O)c1 | -4%
CCC(CC)NC(=O)C(=O)O | -84%
CCc1ccc(C(=O)N2CCN(c3nc4ccccc4o3)CC2)cc1 | 6%
O=C1CCN(C(=O)Nc2ccccc2F)CCCC(C(=O)NCc2ccncc2)CCN1 (stereo unspecified) | ?
CC(=O)N1CCN([C@H]2[C@@H]3OC[C@@H](O3)[C@@H](NC(=O)Nc3ccc(F)cc3)[C@@H]2O)CC1 | ?
C/C=C/C=C/C(=O)NCc1cccc(OC)c1 | -3%
CN(/C=C/C(=O)C(F)(F)F)C1(c2ccccc2Cl)CCCCC1=O (stereo unspecified) | 8%
Cc1cc(C)c(CNC(=O)c2cc(-c3ccc(CN(C)C)cc3)cc3ncn(C)c23)c(=O)[nH]1 | 62%[activator]
CCCNC(=O)C(NC(=O)c1cccc(OC)c1)C1CCN(C(=O)COC)CC1 (stereo unspecified) | 4%
Cc1cccc(Cn2nc(C)c(NC(=O)NC3CCCCC3)c2C)c1 | -11%
COC(=O)C12C3CCC4C5C3C1C5(C(=O)OC)C42 (stereo unspecified) | -20%
CCN(CC)S(=O)(=O)c1ccc2oc(SC(C(=O)NC3CC3)c3ccccc3)nc2c1 (stereo unspecified) | ?
O=C(c1n[nH]c2ccccc12)N1CCC(c2nc(C3CCOCC3)no2)C1 (stereo unspecified) | 10%
O=C(Nc1ccc(Cl)cc1)Nc1ccc(Cc2ccncc2)cc1 | 1%
CC(=O)N1CCN(C(=O)c2cc(-c3ccco3)nc3ccccc23)CC1 | -101%

Next structures.
SMILES | 12-LOX inh
Cc1ccc(NC(=O)N2CCC3(CC2)OCCO3)cc1C | 34%[activator]
CN(C)CCN(Cc1ccccc1F)C(=O)c1cccc(S(C)(=O)=O)c1 | 32%
O=C(O)CSCC(=O)N[C@H]1CO[C@H]2[C@@H]1OC[C@@H]2Nc1nccc(-c2cccc(F)c2)n1 | -1%
CCCCc1cc(=O)oc2c(C)c3c(cc12)C(=O)CC(C)(C)O3 | ?
CS(=O)(=O)N1CCC[C@@]2(CCN(C(=O)Nc3cccc(C#N)c3)C2)C1 | 6%[57.4 µM]
CN(C)CCNC(=S)NC(=O)c1ccccc1 | 27%
Clc1ccccc1CSc1ccnc(SCc2ccccc2Cl)n1 | -14%
COCCn1cnnc1SCc1cccc(F)c1 | 5%
CS(=O)(=O)Nc1ccc(F)cc1 | 1%
c1nc(-c2cc(NC3CCNCC3)nc3[nH]ccc23)c2sccc2n1 | -10%
COc1cc(C2CC(=O)Nc3c2c(C)nn3-c2ccc3nncn3n2)cc(OC)c1OC (stereo unspecified) | 13%
CC(C)C1=NOC2(CCCN(Cc3ccc(C(F)(F)F)cc3)C2)C1 (stereo unspecified) | -1%[6.33 µM]
NC1(Cc2cc(CN3CCN(c4ccccc4)CC3)on2)COC1 | 26%[176 µM]
O=Cc1ccccc1-c1cccc(C(F)(F)F)c1 | 8%[12.5 µM]
Cn1c(=O)[nH]c(=O)c2c1nc(SCCCc1ccccc1)n2Cc1ccccc1 | -7%
Cn1nc(C(=O)N2CCC3(CC2)CC(CO)N(C(=O)c2ccccc2)C3)c2ccccc21 (stereo unspecified) | -5%
C[C@@H]1ON(C)[C@H]2C[C@H]3c4[nH]c5c(-c6cccc(F)c6)cccc5c4CCN3C(=O)[C@@H]12 | -26%
O=C(Nc1ccc2nc(N3CCN(c4ccccc4)CC3)cc(C(=O)O)c2c1)c1cccc(Cl)c1 | ?
COc1ccc(-c2nc(C#N)c(N3CCC(Cc4ccccc4)CC3)o2)cc1OC | 0%
Cc1ccc(-n2nnc(C(=O)NC3CCCCC3)c2N)cc1 | 8%
CC1=CCCC(C)(C)C1/C=C/C(C)=N\Nc1nc2ccccc2[nH]1 (stereo unspecified) | ?
CCc1ccc(/C=C(/C#N)C(=O)c2c(C)[nH]c3ccccc23)cc1 | 14µM*
Cn1cccc1CN1CCn2c(nn(-c3ccc(Cl)cc3)c2=O)C1 | 3%[6.33 µM]
O=S1(=O)CCN(c2cccc(-c3nc(C4CCOC4)no3)c2)CC1 (stereo unspecified) | 10%
Cc1ocnc1C(=O)N1CCN(C(=O)C2CCC2)[C@@H]2CS(=O)(=O)C[C@@H]21 | 0%

Following part:
SMILES | 12-LOX inh
CC(Sc1nnnn1C)C(=O)c1ccc(Br)cc1 (stereo unspecified) | -17%
CCOc1ccc(OCC(O)Cn2c(C)cc(=O)n3ncnc23)cc1 (stereo unspecified) | 38%
COc1ccccc1-c1ccc2ncc(Nc3ccc(CCO)cc3)n2n1 | 3%[176 µM]
CCOCCSc1nc2c(c(=O)[nH]c(=O)n2C)n1CCC(C)C | 6%
O=S1(=O)C[C@H](N2CCN(c3ncccn3)CC2)[C@@H](S(=O)(=O)c2ccccc2)C1 | 17%
CCNC(=O)N(C1CC1)C1CCOC2(CCN(C(=O)Cc3cccc(F)c3)CC2)C1 (stereo unspecified) | 23%
CCn1nnc(NC(=O)COc2ccc(Cl)cc2Cl)n1 | -4%
